# High-throughput results as filed in PubChem BioAssay.
# ABCB6 inh MLPCN = ABCB6 transporter inhibitors, primary screen, K562-ABCB6 cells, flow cytometry, MLPCN library; K562-ABCB6 porphyrin accumulation, 1 h; hits give low values; fluorescence ratio to DMSO, % at 10 µM; 0.19% of 360,000 active; ATP-binding cassette sub-family B member 6 (Homo sapiens), Q9NP58;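 active means fluorescence ratio to DMSO below 75%, the collection mean minus 3 SD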;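 further: signal is porphyrin accumulated inside mitochondria; 100% equals median channel fluorescence of DMSO control wells; lower ratio means ABCB6 inhibition with less porphyrin fluorescence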
# Vif imaging = HIV Vif self-association inhibitors, primary screen, imaging, HEK293T, single point | 0.35% of 340,000 active | inhibition, % at 7.49 µM | HEK293T cells, Vif self-association by quenched fluorescence, 24 h; in the data active means inhibition above about 50%, passing the limit was not always enough; further: some results filed as inactive read as strong as hits
# MC4R antagonist = MC4R antagonists of cAMP signaling, primary screen, cell-based, TR-FRET, antagonist arm of biased-ligand search. AID 540295, 2011. inhibition, % at 6.5 µM. MC4R-expressing cells, MTII-stimulated cAMP, LANCE TR-FRET. 0.48% of 360,000 active;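 active means inhibition above its plate's cutoff, the mean of tested wells on that plate plus 3 SD, cut at about 29% in these data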;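 further: 0% = Melanotan II alone and 100% = Melanotan II plus saturating MCL0020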
# Target sequence (P32245 whole entry, looked up): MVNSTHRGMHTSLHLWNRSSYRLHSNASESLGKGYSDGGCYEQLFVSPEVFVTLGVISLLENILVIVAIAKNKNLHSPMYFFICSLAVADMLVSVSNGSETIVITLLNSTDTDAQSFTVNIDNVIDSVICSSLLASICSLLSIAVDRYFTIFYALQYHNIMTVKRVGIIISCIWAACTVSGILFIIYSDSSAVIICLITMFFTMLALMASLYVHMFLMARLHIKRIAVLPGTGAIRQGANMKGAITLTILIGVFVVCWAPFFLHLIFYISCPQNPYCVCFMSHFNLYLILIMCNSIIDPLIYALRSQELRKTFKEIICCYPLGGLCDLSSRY
#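 System: U2OS-MC4R stable cell line; Technique: Eu-cAMP/anti-cAMP TR-FRET, emission 671 nm; Repeats: single well per compound; Also added: Melanotan II; Dosing: one concentration, 6.5 µM nominal; Schedule: 30-min compound, 1-h challenge, 1-h detection, room temperature.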
# CaV13 ICDI inh = Primary screen for inhibitors of IQ motif and Ca2+-dependent inactivation inhibitor domain binding in CACNA1D, Förster resonance energy transfer in living cells, …. HEK cells, CFP/YFP FRET ICDI-IQ, plate reader, 10 min; percent FRET-ratio fall versus neutral wells. inhibition, % at 12.3 µM. 0.098% of 340,000 active. AID 743397;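 active means mean replicate inhibition of at least 30% and at least 1% of replicates passing that level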;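 further: 0% = median of the neutral control wells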
# PDI inh = inhibitors of human PDI, primary screen, biochemical, turbidity, single point, plate reader | 0.052% of 350,000 active | inhibition, % at 10 µM | Protein disulfide-isomerase (Homo sapiens), P07237 | PDI insulin aggregation turbidity, A650, 90 min;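 active means mean inhibition across replicates of 30% or more, whatever share of single replicates reach that level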;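 further: absorbance from insulin aggregation driven by PDI reduction with DTT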
# Target sequence (P07237 whole entry, looked up): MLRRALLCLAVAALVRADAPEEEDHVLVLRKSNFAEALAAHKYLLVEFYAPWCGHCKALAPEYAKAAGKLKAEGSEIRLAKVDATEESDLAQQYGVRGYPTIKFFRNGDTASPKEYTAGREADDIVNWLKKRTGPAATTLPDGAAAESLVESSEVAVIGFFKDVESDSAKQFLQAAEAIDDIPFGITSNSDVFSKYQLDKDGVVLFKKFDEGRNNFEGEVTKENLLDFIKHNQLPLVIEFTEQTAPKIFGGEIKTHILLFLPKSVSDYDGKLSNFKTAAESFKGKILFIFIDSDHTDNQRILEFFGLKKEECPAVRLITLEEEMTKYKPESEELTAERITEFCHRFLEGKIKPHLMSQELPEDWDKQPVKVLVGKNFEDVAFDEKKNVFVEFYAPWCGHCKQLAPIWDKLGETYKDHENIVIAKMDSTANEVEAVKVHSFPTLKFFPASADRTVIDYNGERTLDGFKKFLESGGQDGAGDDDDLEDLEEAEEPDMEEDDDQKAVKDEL
# Glyco luc inh = increase of ERlucT glycosylation luciferase signal, primary screen, N-linked glycosylation inhibitor project, D54 ERlucT cells, luminescence, set 2; AID 588692, 2011; reporter increase, % at 12.5 µM; D54 ERlucT glycosylation luciferase reporter, 24 h; percent of 100 nM tunicamycin response; 0.23% of 360,000 active;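 active means mean luciferase reporter signal, scaled so untreated is 0 and the glycosylation-blocking control 100, at or above a set limit in every replicate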;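 further: luciferase carries N-glycosylation sites so blocking glycosylation raises the light; 0% = median of neutral control wells and 100% = median of 100 nM tunicamycin wells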
# H9c2 protect = cardioprotection against H2O2-induced cell death, primary screen, uHTS, H9c2 cells, ATPLite luminescence | H9c2 cardiomyocytes, H2O2 injury protection, 2 h | protection from H2O2 cell death, % at 20 µM | 0.63% of 360,000 active | AID 588492, 2011;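 active means compounds giving at least 50% protection of heart cells from peroxide-induced death in the single-dose screen, raw or plate-pattern-corrected value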;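 further: 0% = DMSO wells with peroxide and 100% = DMSO wells without peroxide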
# HTR2A ag = mouse Htr2a agonists via beta-arrestin recruitment, primary screen, cell-based, luminescence | 0.66% of 360,000 active | 5-hydroxytryptamine receptor 2A (Mus musculus), P35363 | CHO-K1 mHTR2A beta-arrestin complementation; percent of 30 µM serotonin response | activation, % at 7.6 µM | AID 624169, 2012;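 active means activation above a run cutoff, the mean activation of all tested compounds plus 3 SD, cut at about 14% in these data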;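 further: 0% = plate median of compound wells and 100% = 30 µM serotonin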
# aDG glyco act = activators of alpha-DG glycosylation, primary screen, uHTS, Pro5-aDG cells, AlphaScreen; alpha-DG glycosylation AlphaScreen (IIH6); 0% Pro5, 100% B10-LARGE cell signal; activation, % at 10 µM; 0.22% of 360,000 active; AID 624168, 2012;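 active means activation of at least 8% versus controls, or a plate z-score of at least 8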;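 further: Pro5 are CHO cells carrying HIG-tagged alpha-DG that lacks glycosylation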
# MC4R barr agon = MC4R agonists recruiting beta-arrestin, primary screen, cell-based, luminescence, agonist arm of biased-ligand search | Melanocortin receptor 4 (Homo sapiens), P32245 | U2OS MC4R beta-arrestin complementation; percent of melanotan II response, DMSO zero | activation, % at 8.9 µM | 0.98% of 360,000 active | AID 540308, 2011;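 active means activation above a per-plate cutoff, the mean activation of sample wells on that plate plus 3 SD, cut at about 8% in these data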
# The depositor's hits bear a star; . = no result given.
SMILES,ABCB6 inh MLPCN,Vif imaging,MC4R antagonist,CaV13 ICDI inh,PDI inh,Glyco luc inh,H9c2 protect,HTR2A ag,aDG glyco act,MC4R barr agon
COc1cccc(-n2c(Cc3cc(=O)[nH]c(=O)[nH]3)nnc2SCC(=O)N2CCCC2)c1,98,-1,4,-8,-1,2,4,-1,-0.1,-0.6
O=C(CSc1nnc(CNC(=O)c2cccs2)o1)NCCc1ccccc1,96,9,10,-5,-1,-1,-2,0,-0.1,0.1
CCOc1ccc(N(CC(=O)NCc2ccccc2C)S(C)(=O)=O)cc1,93,3,-10,-1,0,-1,0,-5,-0.1,-1.3
CCS(=O)(=O)N1CCN(c2ccc([N+](=O)[O-])c(NC(C)c3ccccc3)c2)CC1 (centres undefined),95,4,8,.,-4,-6,3,3,-0.1,0.6
O=C(OCc1nnc(-c2ccccc2)o1)c1ccccc1,101,-9,-10,-5,0,0,-2,-2,-0.5,-4.1
Cc1ccc2nc(NC(=O)CC3Oc4ccccc4NC3=O)sc2c1 (centres undefined),100,-1,19,-3,-7,2,-1,-5,0.0,-0.9
Cc1cc(Cl)ccc1NC(=S)Nc1cccnc1,96,2,1,-6,-1,4,-7,2,0.1,1.6
Brc1cccc(OCCn2ccnc2)c1,103,.,12,-4,-5,2,-3,-1,0.4,3.3
C/C(=N\NC(=O)CCc1ccc(S(=O)(=O)N2CCOCC2)cc1)c1ccccc1Cl,104,0,2,-3,-1,-1,-2,-4,-0.3,-1.1
c1ccc(N2CCN(c3ncnc4c3oc3ccccc34)CC2)cc1,103,0,4,-6,-1,2,-25,-4,0.1,-1.1
COCCN(Cc1ccco1)C(=O)C1CCCN(c2ncnc3c2nc2n3CCCCC2)C1 (centres undefined),107,-1,1,-8,-2,0,-2,-9,0.1,-1.8
CCC(=O)Nc1cc(C(C)C)c(O)cc1C,96,-3,9,-4,0,0,-12,4,0.1,-1.4
CCC1CN(C(=O)NCc2ccc(C)cc2)c2cc(C)ccc2O1 (centres undefined),96,-7,16,-3,5,-2,-1,7,0.2,6.5
O=C(Nc1ccc(Cl)cc1)c1cnc(-c2ccccc2)nc1-c1ccccc1,81,13,3,-6,-9,10,-4,1,-0.2,6.5
COc1cccc(C(C)N(C)Cc2nc(-c3ccoc3)oc2C)c1 (centres undefined),102,3,14,.,-4,1,3,-4,-0.3,-0.5
Cc1cc(C)n(-c2ccc(C(=O)NCC(c3ccco3)N3CCCC3)cc2)n1 (centres undefined),100,-2,4,-2,-5,-3,4,-9,0.2,1.9
CCOc1ccc(N(CC(=O)NCc2ccco2)C(=O)CCC(=O)Nc2nccs2)cc1,100,-1,11,-5,4,-1,-1,2,-0.1,0.1
COc1cc(/C=C/CNC[C@H]2O[C@@H](n3cnc4c(N)ncnc43)[C@H](O)[C@@H]2O)ccc1O,96,1,.,.,.,2,5,0,0.0,.
O=c1ccc(-c2ccc(S(=O)(=O)NCC3CCN(Cc4ccccc4F)CC3)s2)n[nH]1,94,-1,1,-14,2,1,8,-9,0.1,-0.5
O=c1[nH]c(=O)n(Cc2ccccc2)c2nc(-c3ccc(C(F)(F)F)cc3)n(CCO)c12,89,-6,2,-8,5,-3,1,-4,0.2,-1.1
Cc1cccc(CNC(=O)CCc2nnc(C3CCCCC3)o2)c1,93,1,27,-7,-2,1,-3,-3,0.4,0.4
COc1ccc([C@@H]2C[C@H]3CN(c4ccccc4)C(=O)[C@]34CCCN24)c(OC)c1OC,94,-3,7,2,-2,1,5,-1,-0.3,1.0
CCOc1ccc(-n2c(SCC(=O)Nc3ccccc3C)n[nH]c2=O)cc1,108,-5,5,-8,8,0,7,2,0.1,1.1
O=C(NCCCN1CCCC1=O)c1cccc(NS(=O)(=O)c2ccc(Br)cc2)c1,101,0,11,-7,16,-3,-3,6,-0.1,-3.2
COc1ccc(OC)c(Cc2nnc(CCC(=O)NCc3ccsc3)o2)c1,87,-8,1,-6,1,3,0,0,-0.1,-2.7

# Arranged by molar mass (ascending): 3 of the compounds above.
SMILES,ABCB6 inh MLPCN,Vif imaging,MC4R antagonist,CaV13 ICDI inh,PDI inh,Glyco luc inh,H9c2 protect,HTR2A ag,aDG glyco act,MC4R barr agon
CCOc1ccc(N(CC(=O)NCc2ccccc2C)S(C)(=O)=O)cc1,93,3,-10,-1,0,-1,0,-5,-0.1,-1.3
COc1ccc([C@@H]2C[C@H]3CN(c4ccccc4)C(=O)[C@]34CCCN24)c(OC)c1OC,94,-3,7,2,-2,1,5,-1,-0.3,1.0
O=C(NCCCN1CCCC1=O)c1cccc(NS(=O)(=O)c2ccc(Br)cc2)c1,101,0,11,-7,16,-3,-3,6,-0.1,-3.2

# Continued.
SMILES,ABCB6 inh MLPCN,Vif imaging,MC4R antagonist,CaV13 ICDI inh,PDI inh,Glyco luc inh,H9c2 protect,HTR2A ag,aDG glyco act,MC4R barr agon
CC12CCC(=O)N1C(C(=O)Nc1nc(-c3ccc(F)c(F)c3)cs1)CS2 (centres undefined),93,-9,8,-7,23,-2,6,4,-0.1,0.9
O=C1CCc2cc(S(=O)(=O)NC3CCCCC3)ccc2N1,97,7,2,-3,-4,0,0,8,-0.2,-0.7
Cc1noc(C)c1CSCC(=O)N(C)CC(=O)Nc1ccc(F)cc1,97,-2,2,-2,4,-2,5,14,0.3,0.1
Nc1ncnc2c(C3OC(CO)C(O)C3O)scc12 (centres undefined),103,16,0,-5,-8,-9,-4,-1,0.3,-1.5
CCOP(=O)(OCC)C(Nc1cccc([N+](=O)[O-])c1)c1ccccc1 (centres undefined),100,10,0,-34,-4,-1,3,-3,0.0,2.6
CC1(c2cccc(Br)c2)NC(=O)N(CC(=O)Nc2ccc(S(N)(=O)=O)cc2)C1=O (centres undefined),88,-3,2,-7,8,0,-1,-7,0.0,0.7
CN(Cc1cccc(C(F)(F)F)c1)C(=O)[C@H]1O[C@@H](n2ccc(N)nc2=O)[C@H](O)[C@@H]1O,100,18,.,-7,.,0,1,-2,-0.3,.
CN(C)C(CNC(=O)c1ccc(-c2ccccc2)cc1)c1ccccc1 (centres undefined),94,-10,-1,-3,-2,-7,2,-14,0.1,0.1
CC(C)N1C(=O)N(c2ccc(Cl)cc2)C(C)(O)CC1(C)C (centres undefined),100,-2,12,-12,14,-1,2,9,0.0,0.7
Cc1ccc(C)c(N2CCN(S(=O)(=O)c3ccc4[nH]c(=O)ccc4c3)CC2)c1,101,-14,3,-6,.,1,-9,-3,0.1,17*
Cc1cc(Nc2ccc3c(c2)OCCO3)n2nc(C)nc2n1,96,5,-1,-1,.,0,7,-2,0.0,-0.7
CCN1C=C(C(C)=O)C(=O)CC1,103,2,8,-5,-2,2,6,2,-0.2,0.0
COc1ccc(N(C(=O)c2ccco2)C(C(=O)NC2CCCC2)c2ccncc2)cc1 (centres undefined),97,19,0,-3,-3,1,9,1,-0.1,-1.1
O=C(N/C(=C\c1ccccc1Cl)C(=O)N1CCOCC1)c1ccc([N+](=O)[O-])cc1,100,-8,-6,-3,-3,3,0,0,0.0,-0.8
COc1ccccc1[C@]1(C)ON(c2ccccc2C(F)(F)F)C1=O,92,-1,2,-10,2,21,-7,7,1.1,-0.1
c1ccc2c(CSc3nnc(-c4ccncc4)o3)cccc2c1,85,4,2,-4,10,-4,-9,2,0.3,0.7
CCOC(=O)C(C)(C)n1nnc(-c2ccc([N+](=O)[O-])cc2)n1,99,8,4,-1,-3,0,-4,6,-0.2,1.1
O=C(/C=C/c1ccc(S(=O)(=O)N2CCOCC2)cc1)NC(=S)Nc1ccc(N2CCOCC2)cc1,100,0,0,-5,-6,2,2,4,-0.3,0.8
Nc1cc(=O)[nH]n1C1CCCC1,96,17,3,-4,-2,2,0,1,-0.2,0.1
CC1CCCN(c2ccc(C(=O)Nc3nnc(C4CC4)s3)cc2[N+](=O)[O-])C1 (centres undefined),100,-1,5,-6,3,1,1,0,0.1,0.8
Cc1cc(C(=O)Nc2c(F)cc(F)cc2Br)n(-c2ccccc2)n1,95,.,2,-5,1,-2,-3,-3,0.1,-0.3
O=C(CSc1nc2cc(Cl)ccc2s1)NCC1CCCO1 (centres undefined),100,-7,6,-7,-2,0,-1,-4,0.0,-2.7
O=C(c1ccc(N2CCNCC2)cc1)c1cccnc1,96,-6,-1,-3,-5,1,6,-3,-0.1,-2.2
O=C(NCc1ccccn1)c1ccc(OC2CCN(Cc3cccs3)CC2)cc1,105,-4,13,-2,0,-4,9,-3,-0.2,-2.6
COc1ccccc1CNC(=O)CNC(=O)c1sc2ccccc2c1Cl,98,11,4,.,8,0,-2,3,0.3,-1.4
# (cont.)
SMILES,ABCB6 inh MLPCN,Vif imaging,MC4R antagonist,CaV13 ICDI inh,PDI inh,Glyco luc inh,H9c2 protect,HTR2A ag,aDG glyco act,MC4R barr agon
NS(=O)(=O)c1ccc2nc(NC(=O)c3ccncc3)sc2c1,91,-2,13,2,-3,1,-13,2,-0.2,-2.1
CCc1ccc(-c2c(C)sc(NC(=O)C3CCC3)c2C#N)cc1,97,-7,21,0,-7,0,3,-1,0.3,-0.2
Cc1ccc2c(c1)c1c(n2CC(O)CN2CCCCC2C)CCCC1 (centres undefined),98,.,13,-6,-1,0,1,-4,0.0,1.5
Nc1ccc(C#Cc2c(-c3ccsc3)oc3ccc(N4CCOCC4)cc23)cc1,98,7,9,-8,3,-7,-14,-3,0.5,0.9
CCOC(=O)c1cc(C(=O)c2cc(F)ccc2O)coc1=N,88,.,-2,-6,7,2,14,-2,0.0,-0.3
O=C(O)C1CCCN1S(=O)(=O)c1ccc(Br)s1 (centres undefined) (tested in a mixture with another compound),96,-5,6,-2,-2,1,7,-1,0.2,-1.5
Cc1nc(COc2cccc(Cl)c2)sc1C(=O)/C=C/N(C)C,99,5,22,-19,-8,-1,3,-1,-0.2,3.0
COc1cc([N+](=O)[O-])cc([N+](=O)[O-])c1NC(=O)N1CCOCC1,101,14,24,-5,8,-1,-2,-4,0.1,-0.7
Cc1cnc(C(=O)OC(C)C(=O)NC2CCCc3ccccc32)cn1 (centres undefined),98,.,13,-6,6,-1,5,4,0.1,-2.5
Cc1ccc(S(=O)(=O)n2nc(OC(=O)c3cccs3)cc2N)cc1,97,-6,-4,-4,0,0,13,-2,0.0,-1.2
O=C(Cc1ccccc1)CC1(O)C(=O)Nc2ccccc21 (centres undefined),102,9,-1,-3,9,3,4,1,-0.1,-2.4
CC(=O)c1c(N2CCN(Cc3ccc4c(c3)OCO4)CC2)nc(=S)n(-c2ccccc2)c1C,102,-1,-2,-8,2,-1,-3,-2,-0.1,-1.9
Cc1cc(NC(=O)CSc2nnc3ccc(-c4ccccc4)nn23)no1,95,-2,4,-20,7,1,4,6,0.5,-1.4
